# Source: PubChem
# ARNT-TACC3 inh: disruptors of human ARNT/TACC3 interaction; AlphaScreen His-ARNT PAS-B/GST-TACC3 binding, luminescence; TACC3 fragment carries E629A point mutation; inhibition, % at 9.99 µM; 390,000 tested, 0.66% active; AID 623870;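 active = mean inhibition of replicates at least 50% and at least half of replicates each reaching 50%; inconclusive = half or more replicates reach 50% but mean below 50%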;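 note: 0% = complete ARNT plus TACC3 wells and 100% = ARNT alone without TACC3; many hits fall short of the cut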
# Xi reactivation: activators of X-chromosome reactivation in mouse fibroblasts | XiGFP mouse fibroblasts, % GFP-positive cells imaging, 3 d; cells co-treated with 5-aza-dC sensitizer; scaled so ellipticine positive control = 100% | activation, % at 7.58 µM | 360,000 tested, 0.055% active;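 active = mean normalized replicate activation at least 10% and every replicate at or above 10%; inconclusive = only one of the two criteria met; inactive = mean below 10% and not all replicates reach 10%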;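 note: 0% = median of on-plate neutral control wells and 100% = ellipticine 6 µM median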
#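 System: XiGFP fibroblasts, SV40-immortalized. Medium: DMEM plus 5-aza-dC sensitizer. Doses: single point. Timing: 3 d treatment, 15 min room-temperature fixation. Control set: ellipticine 6 µM.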
# F508del corr: CFTR F508del correction in bronchial cells; CFBE cells, YFP halide quenching; stimulated with forskolin plus potentiator P3; % fluorescence drop versus neutral controls; activity (quench increase), % at 7.58 µM; AID 720511; 350,000 tested, 0.36% active;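 active = mean added fluorescence quench of at least 8% versus neutral control, with both replicates also reaching 8%; inconclusive = only one of the mean or replicate conditions met; inactive = mean below 8% and not both replicates reaching 8%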;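 note: cells transiently co-express mutant CFTR-F508del with the halide-sensitive YFP; corrector assay measuring rescue of mutant channel to the surface after 24 h compound exposure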
# RAD52 anneal inh: inhibitors of human RAD52 DNA annealing; P43351; recombinant RAD52 DNA annealing, FRET fluorescence; inhibition, % at 18.7 µM; 360,000 tested, 0.46% active;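 active = every replicate showing at least 50% inhibition; inconclusive = mean inhibition at least 50% but not in every replicate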
# RAD54 branch: inhibitors of human RAD54 branch migration; inhibition, % at 10.4 µM; RAD54 Holliday junction branch migration, FAM/BHQ fluorescence; 360,000 tested, 0.14% active;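 active = mean normalized replicate activity at least 40 and at least half of replicates scoring 40 or more; inconclusive = only one of the two criteria met; inactive = mean below 40 and under half of replicates reaching 40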;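 note: 0% = median of neutral control wells and 100% = median of positive control wells; inhibitors cause a drop in the FAM fluorescence signal; in these data hits start at about 50%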
# Target sequence (Q92698 whole entry, looked up): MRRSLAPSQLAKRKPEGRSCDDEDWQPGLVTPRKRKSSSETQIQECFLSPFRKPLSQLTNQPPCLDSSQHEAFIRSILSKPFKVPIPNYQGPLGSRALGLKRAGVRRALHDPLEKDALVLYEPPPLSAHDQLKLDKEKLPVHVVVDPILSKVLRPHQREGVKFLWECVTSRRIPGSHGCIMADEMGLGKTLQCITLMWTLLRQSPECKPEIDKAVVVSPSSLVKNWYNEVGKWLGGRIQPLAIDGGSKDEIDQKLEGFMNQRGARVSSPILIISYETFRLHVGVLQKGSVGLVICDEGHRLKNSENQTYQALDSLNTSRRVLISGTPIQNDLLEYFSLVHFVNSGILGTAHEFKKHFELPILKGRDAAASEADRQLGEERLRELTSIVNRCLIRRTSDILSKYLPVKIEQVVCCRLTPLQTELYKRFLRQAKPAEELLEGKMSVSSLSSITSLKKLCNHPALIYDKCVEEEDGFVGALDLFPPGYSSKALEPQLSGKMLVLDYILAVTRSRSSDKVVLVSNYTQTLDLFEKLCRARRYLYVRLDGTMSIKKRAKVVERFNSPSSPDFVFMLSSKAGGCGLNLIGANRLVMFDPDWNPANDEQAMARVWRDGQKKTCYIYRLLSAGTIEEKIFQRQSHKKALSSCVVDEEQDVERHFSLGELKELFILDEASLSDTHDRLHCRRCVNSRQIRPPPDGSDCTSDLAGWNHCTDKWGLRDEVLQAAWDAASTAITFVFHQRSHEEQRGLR
# INS-1E GSIS act: primary screen for activators of insulin secretion dependent on glucose, INS-1E cells, GLuc reporter luminescence; INS-1E GLuc reporter insulin secretion, 2-3 h; activation, % at 16.6 µM; 370,000 tested, 0.61% active; AID 743287;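 active = lowest replicate activation of at least 40%, so every replicate reaches that level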;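 note: 0% = median of neutral control wells and 100% = median of IBMX positive control wells; some compounds called inactive have numbers as strong as hits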
# ERAP1 inh: blocks human ERAP1 aminopeptidase activity; Q9NZ08; recombinant ERAP1, Leu-AMC fluorescence, 60 min; inhibition, % at 10.7 µM; 340,000 tested, 0.15% active; AID 652197;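 active = mean replicate inhibition of at least 30%, or all replicates individually reaching that 30% level; inactive = mean below 30% and not every replicate reaching it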;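 note: 0% = neutral control wells and 100% = L-leucinethiol positive control wells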
# esBAF inh: blocks esBAF chromatin remodeling in mouse ES cells; 350,000 tested, 2% active; AID 602393; Bmi1-luciferase knock-in reporter, 24 h; 100% = twice the neutral-well signal; reporter increase, % at 12.5 µM; in the data active = activation above about 40%; inconclusive = no clear call, values can overlap the other calls;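 note: 0% = median of the plate's neutral control wells and 100% = double that signal; a rise in the Bmi1 reporter signal indicates esBAF inhibition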
# * = called active by the depositor; i = inactive; ? = inconclusive; · = not tested or not shown.
SMILES,ARNT-TACC3 inh,Xi reactivation,F508del corr,RAD52 anneal inh,RAD54 branch,INS-1E GSIS act,ERAP1 inh,esBAF inh
COc1cnc(-c2ccccn2)nc1Oc1ccccc1,82.1*,0.0,0.6,-17.8,-0.9,25.6,-3.3,-13.0
Cc1noc(C)c1S(=O)(=O)Nc1ccc2c(c1)C(=O)N([C@@H](C)CO)C[C@@H](C)[C@@H](CN(C)C(=O)NC(C)C)OCCCC[C@H](C)O2,0.1,0.1,0.9,-3.1,1.3,4.9,0.7,3.4
O=C(Nc1cc(Cl)ccc1-n1cncn1)c1cc(S(=O)(=O)N2CCOCC2)ccc1F,-2.3,0.0,0.5,4.1,0.8,12.1,1.0,-8.5
CC(C)NC(=O)Nc1ccc2c(c1)C(=O)N(C)[C@@H]1CC[C@@H](CC(=O)NCC3CCCCC3)O[C@@H]1CO2,2.8,0.3,-2.5,8.7,4.3,0.4,-3.4,-5.9
O=C(Nc1ccccc1)c1nc2ccccc2s1,·,0.4,-1.2,-14.8,-2.7,1.7,-5.0,12.2
COc1cc(/C=C/C(=O)NCCn2c(C)cc3ccccc32)cc(OC)c1OC,8.0,0.0,-3.7,-17.4,8.4,·,7.0,-8.4
CC(C)C(=O)Nc1ccc2c(c1)C(=O)N(C)[C@@H]1CC[C@@H](CC(=O)Nc3ccccc3)O[C@@H]1CO2,·,0.0,-2.3,-0.6,·,0.9,1.7,·
COc1cc(OC)cc(C2=NCCN2)c1,-7.9,0.0,-2.5,-9.3,·,11.5,0.0,·
CCc1nnc(NC(=O)Cc2sc(C)nc2-c2ccc(C)cc2)s1,32.5,0.2,2.7,-7.0,-0.9,9.5,1.5,-2.1
COc1ccc(NS(=O)(=O)c2ccc(N3CCOCC3)c(NC(=O)c3ccccc3Br)c2)cc1,5.5,0.0,2.0,-6.2,19.6,-3.7,0.4,-0.6
NC(=O)c1ccc[n+](CC(=O)NCc2ccc(Cl)cc2)c1,-5.1,0.2,-0.7,-3.9,0.7,1.3,0.1,0.3
CC1(C)C2CCC1(C)C(OC(=O)C[n+]1ccccc1N)C2 (configuration not stated),-17.2,0.9,1.3,-5.9,10.2,41.5*,-3.0,·
COc1ccc(Cl)cc1S(=O)(=O)N1CCC(C(=O)NC2CC2)CC1,-6.8,0.5,5.7,-12.5,-0.3,-5.6,-4.3,1.2
O=C(Sc1ccccc1)c1cccc(Cn2cc(C(F)(F)F)ccc2=O)c1,-12.0,0.2,1.1,-16.6,-9.2,4.4,0.3,·
O=C(COc1cc(F)ccc1[N+](=O)[O-])NCC1CCCO1 (configuration not stated),-0.6,0.0,0.9,-18.0,1.4,0.8,-0.2,3.6
COc1cccc(CC(NC(C)=O)C(=O)NC2CCN(C(=O)C3CC3)CC2)c1OC (configuration not stated),-12.3,0.0,-3.7,-13.5,·,-5.9,·,·
O=C(COc1ccc(Cl)cc1)Nc1cccc(S(=O)(=O)NCc2ccco2)c1,-0.2,0.0,-3.3,-27.2,-9.3,-39.2,-1.3,-5.7
O=C(CN1CCCCCC1)Nc1nc2ccccc2s1,-4.6,0.0,2.8,-1.5,4.2,3.2,-4.2,38.0
Cc1ccc(/C(O)=C2\C(=O)C(=O)N(CC(C)O)C2c2ccccn2)cc1 (configuration not stated),-6.6,-0.1,-0.1,-9.3,-2.4,-1.8,5.4,-2.5
C=CCOc1ccc(-c2nc3c(c(=O)[nH]c(=O)n3CCC)n2CCCC)cc1,-5.0,0.0,3.1,-4.1,2.5,11.6,0.9,-2.1
O=C(Nc1ccc(Cl)cc1)c1ccc(-c2ccccn2)s1,-0.8,0.1,3.3,0.9,1.6,·,-0.8,?
Cn1cc(C(=O)N/N=C/c2cccc([N+](=O)[O-])c2)c2ccccc21,·,0.0,·,-7.7,-5.9,4.5,1.6,·
O=C(Nc1cc(C(F)(F)F)ccc1-n1cncn1)c1cn2ccccc2n1,·,0.1,-1.8,-20.1,2.4,2.6,-3.7,20.5
Cc1noc(C)c1NC(=O)Nc1ccc2c(c1)C(=O)N(C)[C@H]1CC[C@H](CC(=O)N(C)C)O[C@@H]1CO2,11.2,-0.1,1.6,11.8,10.6,-1.4,-4.8,-2.3
Cc1ccc(CNC(=O)N2CCN(c3ccc(C)cc3)CC2)cc1,1.1,0.3,-1.7,-6.3,-11.2,8.3,-4.3,-6.6
CCN(CC)C(=O)C1CCC(CNS(=O)(=O)c2cccc3cccnc23)CC1 (configuration not stated),-7.6,-0.2,-1.6,-14.8,2.4,16.0,-2.2,-5.6
CCCN1CCN(CCCNC(=O)CN2C(=O)c3cccnc3Oc3ccc(Cl)cc32)CC1,-3.1,0.0,-0.3,-7.6,4.8,-3.6,-4.2,-4.2
COCC#Cc1ccc([C@@H]2[C@@H](CO)N3C(=O)CN(C(=O)Nc4ccccc4F)C[C@@H]23)cc1,·,0.0,1.9,-39.0,·,7.8,-0.5,·
C[C@@H](O)C#Cc1ccc([C@@H]2[C@H]3CN(C(=O)c4ccc5c(c4)OCO5)CCCCN3[C@H]2CO)cc1,-3.4,0.1,0.9,-20.5,-1.2,6.8,0.9,0.9
O=C1CN(S(=O)(=O)c2cc(Cl)ccc2Cl)CCN1,-0.1,0.3,-0.8,-7.1,-2.3,-0.2,-1.7,1.8
N#Cc1cccc(NC(=O)CN2C(=O)NC3(CCCCCC3)C2=O)c1,4.4,0.0,0.8,0.9,-6.6,-7.1,1.7,-3.9
CN1C(=O)C(CC(=O)NC2CCCCC2)SC1=Nc1ccccc1 (configuration not stated),-4.1,0.2,-1.8,-11.2,6.4,-2.6,1.2,·
CC(=O)Nc1ccc(Sc2ccc([N+](=O)[O-])o2)cc1,-1.2,0.3,-6.9,-11.1,5.1,-23.8,0.9,-66.6
CC(=O)N1CCN(Cc2cc(=O)oc3cc(C)cc(C)c23)CC1,·,0.0,1.1,-11.1,-3.7,·,1.6,8.0
CCCCn1c(N)c(N(CC(C)C)C(=O)C2CC(=O)N(c3ccc(CC)cc3)C2)c(=O)[nH]c1=O (configuration not stated),-3.6,0.1,-1.7,-8.3,·,-6.0,2.9,·
CCN(CC)CCN(Cc1cc2cc3c(cc2[nH]c1=O)OCCO3)C(=S)NCCOC,·,0.0,-1.0,-16.1,1.1,3.6,-4.2,-5.1
Cc1noc(C)c1NC(=O)Nc1ccc2c(c1)C(=O)N([C@@H](C)CO)C[C@@H](C)[C@@H](CN(C)C)O2,1.6,0.1,-1.6,13.5,-14.9,16.5,-1.1,-1.5
O=C(Nc1ccc(-c2cnco2)cc1)c1ccccc1,11.6,0.0,-0.8,-4.9,·,·,2.6,·
Cc1cc(-c2ccccc2)n2ncnc2n1,-1.1,0.2,·,-10.4,-2.2,18.5,1.2,-5.7
CN1c2ccc(-c3ccccc3)cc2[C@@H]2[C@@H](CCN2C(=O)NC2CCCC2)[C@H]1CO,9.0,-0.1,0.8,-20.3,17.2,7.8,-7.9,-1.2
O=C(CN1CCOCC1)NCc1cc([N+](=O)[O-])ccc1O,·,0.1,1.8,-15.2,-4.8,-4.1,2.2,-4.6
CCCN(C)C[C@H]1Oc2ncc(-c3cccc(C#N)c3)cc2C(=O)N([C@@H](C)CO)C[C@H]1C,-3.4,-0.5,1.6,-2.2,1.9,6.8,0.3,5.3
CCCCC1CC2=C(C(=O)OC(C)(C)O2)C(c2cccc3ccccc23)O1 (configuration not stated),·,0.0,1.7,-12.2,-7.3,-5.8,-2.5,0.3
O=C(O)CC(NC(=O)C12CC3CC(CC(C3)C1)C2)c1cccc(Cl)c1 (configuration not stated),-4.6,0.0,-0.5,-7.6,-11.6,·,-5.6,-0.6
O=C(NCCc1ccccc1)[C@H]1[C@H](CO)[C@H]2Cn3c(cccc3=O)[C@@H]1N2CC1CC1,-5.4,0.1,-1.2,1.8,-5.0,19.3,-0.5,1.7
COc1ccc2c(c1)cc(C(=O)N[C@H](C(=O)N1CCC[C@H]1C(=O)O)C(C)C)n2C,9.9,·,-2.2,-4.0,-2.0,-4.9,-1.8,3.3
CCNC(=O)C[C@H]1CC[C@@H]2[C@H](COC[C@@H](O)CN2C(=O)c2cccnc2)O1,9.2,0.0,-2.2,-38.6,-8.9,16.8,2.0,0.2
O=C(COC(=O)c1ccc2c(c1)S(=O)(=O)c1ccccc1C2=O)NC1CC1,-3.6,0.1,-1.6,4.7,-11.0,6.6,5.4,-6.6
Cc1ccn2cc(C34CC5CC(CC(C5)C3)C4)nc2c1,3.2,0.0,·,-4.2,-0.3,4.9,2.9,16.7
CC=Cc1ccc2n(c1=O)C[C@@H]1[C@@H](CO)[C@H](C(=O)Nc3nccs3)N(C(=O)CC)[C@H]21 (mixture of isomers),7.3,2.0,·,-1.5,3.8,-5.4,-1.6,-1.1

# (further entries)
SMILES,ARNT-TACC3 inh,Xi reactivation,F508del corr,RAD52 anneal inh,RAD54 branch,INS-1E GSIS act,ERAP1 inh,esBAF inh
CCN1C(=O)/C(=C2/Sc3ccccc3N2CC)S/C1=N\c1ncn[nH]1,21.8,0.0,-0.4,i,-16.5,·,4.8,1.7
CCOC(=O)c1c(CSc2ccc(C)cc2)n(C)c2cc(Br)c(O)c(CN(C)C)c12,15.2,-0.2,0.5,-0.6,6.7,-34.2,9.6,-32.4
O=C(c1cc(-c2cccc(Cl)c2)on1)N1CCCC1,-14.0,0.3,1.2,-6.8,-13.5,8.8,1.7,38.7
CCS(=O)(=O)N1[C@H](CO)[C@H](c2ccccc2)[C@@H]1CN(C)Cc1ccccn1,·,0.2,-1.3,-54.0,·,9.2,-0.3,·

# Entries from the list above containing a Cl atom, in the order listed:
SMILES,ARNT-TACC3 inh,Xi reactivation,F508del corr,RAD52 anneal inh,RAD54 branch,INS-1E GSIS act,ERAP1 inh,esBAF inh
O=C(Nc1cc(Cl)ccc1-n1cncn1)c1cc(S(=O)(=O)N2CCOCC2)ccc1F,-2.3,0.0,0.5,4.1,0.8,12.1,1.0,-8.5
NC(=O)c1ccc[n+](CC(=O)NCc2ccc(Cl)cc2)c1,-5.1,0.2,-0.7,-3.9,0.7,1.3,0.1,0.3
COc1ccc(Cl)cc1S(=O)(=O)N1CCC(C(=O)NC2CC2)CC1,-6.8,0.5,5.7,-12.5,-0.3,-5.6,-4.3,1.2
O=C(COc1ccc(Cl)cc1)Nc1cccc(S(=O)(=O)NCc2ccco2)c1,-0.2,0.0,-3.3,-27.2,-9.3,-39.2,-1.3,-5.7
O=C(Nc1ccc(Cl)cc1)c1ccc(-c2ccccn2)s1,-0.8,0.1,3.3,0.9,1.6,·,-0.8,?
CCCN1CCN(CCCNC(=O)CN2C(=O)c3cccnc3Oc3ccc(Cl)cc32)CC1,-3.1,0.0,-0.3,-7.6,4.8,-3.6,-4.2,-4.2
O=C1CN(S(=O)(=O)c2cc(Cl)ccc2Cl)CCN1,-0.1,0.3,-0.8,-7.1,-2.3,-0.2,-1.7,1.8
O=C(O)CC(NC(=O)C12CC3CC(CC(C3)C1)C2)c1cccc(Cl)c1 (configuration not stated),-4.6,0.0,-0.5,-7.6,-11.6,·,-5.6,-0.6
O=C(c1cc(-c2cccc(Cl)c2)on1)N1CCCC1,-14.0,0.3,1.2,-6.8,-13.5,8.8,1.7,38.7
